High-throughput results as filed in PubChem.
POLB inh: blocks human DNA polymerase beta activity; Pol beta primer extension/strand displacement, fluorescence kinetic; Potency, µM (series often up to 114 µM), without a hit: at the highest dose activity change, negative = inhibition, usual class: inhibitors; actives 1.3% (n = 340,000); AID 485314; note: potency is the fitted concentration of half-maximal effect; % is set by controls: 0 for no effect and ±100 for the full control effect
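Pol beta (10 nM) was preincubated with compound for 15 min at room temperature. The reaction was then started with 50 nM substrate and read immediately and after a further 10 min at room temperature.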
APEX1 inh: blocks human APE1 abasic DNA cleavage; Potency, µM (titrated, usually from 65.8 µM), for the others: top-dose activity change, negative = inhibition, hits mostly inhibitors; P27695; actives 0.35% (n = 350,000); recombinant APE1, TAMRA/BHQ-2 abasic DNA cleavage fluorescence;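 note: potency is the fitted concentration of half-maximal effect; plate controls were vehicle for no effect and reference inhibitor for full effect; nearly all actives have a fitted effect of over 55% in size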
Target sequence (P27695 whole entry, looked up): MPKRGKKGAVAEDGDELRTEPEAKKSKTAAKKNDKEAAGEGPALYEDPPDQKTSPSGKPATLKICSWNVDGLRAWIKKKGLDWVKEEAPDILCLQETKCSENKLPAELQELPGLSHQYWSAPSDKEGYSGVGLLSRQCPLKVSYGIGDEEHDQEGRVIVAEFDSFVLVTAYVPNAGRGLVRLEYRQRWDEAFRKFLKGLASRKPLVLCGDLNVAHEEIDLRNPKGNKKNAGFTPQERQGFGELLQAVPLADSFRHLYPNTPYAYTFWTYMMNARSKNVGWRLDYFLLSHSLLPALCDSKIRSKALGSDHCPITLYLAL
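0.75 nM APE1 + cpd, 15 min RT; start w/ 50 nM TAMRA/BHQ-2 THF-abasic dsDNA; kinetic fluor 525/598 nm ×3 reads @60 s; Δ(read3−read1); normalized to DMSO and NSC13755 control wells.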
TRHR agonist: agonists of human TRH receptor | actives 0.18% (n = 360,000) | P34981 | activation, % at 2 µM | TRHR cells, calcium flux fluo-8, FDSS agonist mode | AID 493084; in the data active = activation above about 30%; note: 0% is about no effect
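Read-out: compound-evoked intracellular calcium rise in TRHR cells, fluo-8 dye, kinetic FDSS fluorescence at 1 s/cycle following a 10-cycle baseline. Cells cultured overnight before dye loading (30 min–1.5 h, RT).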
ERG-DNA inh: blocks human ERG Ets domain binding to DNA | actives 0.028% (n = 370,000) | P11308 | Potency, µM (highest dose often 76.9 µM), for inactives: at the top dose FP activity, negative = inhibition, hits mostly inhibitors | fluorescence polarization, His-ERG Ets domain / labelled DNA; active = well fitted inhibition curve with a large enough effect in the polarisation, with a control signal flat; inconclusive = small, poorly fitted or top-dose-only effect, or effect the other way, or a change in a side signal; inactive = no such curve, though single readings can be large or run the other way; the % refers to the polarisation;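 note: polarization taken with two DNA probes labelled with fluorescein and Texas red; potency is the fitted concentration of half-maximal effect; % of control where 0% means no effect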
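His-tagged ERG Ets domain (1 uM in the protein solution; 300mM KCl, 50mM Tris-HCl, 1mM EDTA, 1mM DTT, pH 7.5) received compound, then a probe mix of 5 nM fluorescein-DNA and 100nM Texas-615-DNA. Fluorescence polarization was read for both dyes.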
12-LOX inh: ALOX12 (human) lipoxygenase inhibition; P18054; purified 12hLO, xylenol orange hydroperoxide absorbance; Potency, µM (titrated, usually from 108 µM), without a hit: at the highest dose activity change, negative = inhibition, usual class: inhibitors; actives 1.1% (n = 580,000); AID 1671190; note: potency is the fitted concentration of half-maximal effect; % is set by controls: 0 for no effect and ±100 for the full control effect
Target sequence (P18054 whole entry, looked up): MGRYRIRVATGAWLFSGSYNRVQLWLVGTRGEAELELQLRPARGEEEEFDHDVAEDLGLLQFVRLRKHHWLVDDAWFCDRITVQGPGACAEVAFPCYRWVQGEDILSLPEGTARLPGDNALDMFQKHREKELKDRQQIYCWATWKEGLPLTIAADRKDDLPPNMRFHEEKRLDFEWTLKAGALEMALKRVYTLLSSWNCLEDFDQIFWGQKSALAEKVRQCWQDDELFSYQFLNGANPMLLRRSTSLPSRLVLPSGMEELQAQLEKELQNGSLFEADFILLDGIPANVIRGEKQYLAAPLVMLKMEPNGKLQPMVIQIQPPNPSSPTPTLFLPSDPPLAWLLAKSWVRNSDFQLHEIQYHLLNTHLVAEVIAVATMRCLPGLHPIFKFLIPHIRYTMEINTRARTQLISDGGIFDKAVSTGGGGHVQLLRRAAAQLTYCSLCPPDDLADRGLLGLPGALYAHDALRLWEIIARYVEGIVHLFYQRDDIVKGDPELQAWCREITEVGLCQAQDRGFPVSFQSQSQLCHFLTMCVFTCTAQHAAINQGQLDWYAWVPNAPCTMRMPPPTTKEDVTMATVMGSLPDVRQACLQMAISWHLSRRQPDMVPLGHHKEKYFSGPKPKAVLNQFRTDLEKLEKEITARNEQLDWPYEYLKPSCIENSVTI
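Hydroperoxide product was detected by ferrous iron/xylenol orange as the 573 to 405 nm absorbance ratio. Arachidonic acid at 40 uM (final) was turned over for 30 min at room temperature by 150 nM human 12hLO, pH 7.0 Hepes buffer, after 15 min compound preincubation.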
Apoferritin bind: binds horse apoferritin like a general anesthetic | Potency, µM (series often up to 77.5 µM), without a hit: at the highest dose activity change, negative = displacement, actives largely listed as inhibitors | P02791 | actives 0.074% (n = 350,000) | apoferritin/1-aminoanthracene competitive binding, fluorescence; note: potency is the fitted concentration of half-maximal effect; % is set by controls: 0 for no effect and ±100 for the full control effect; nearly all actives have a fitted effect of over 20% in size
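Read-out: endpoint 1-AMA fluorescence, excitation 380 nm and emission 535 nm, after compounds sit 10 min at room temperature with 10 uM horse-spleen apoferritin in 50% saturated 1-AMA/PBS. Values come from four-parameter Hill fits.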
POLK inh: blocks human DNA polymerase kappa activity. Q9UBT6. purified Pol kappa, fluorescent DNA synthesis assay, 10 min. Potency, µM (highest dose often 107 µM), for inactives: at the highest dose activity, negative = inhibition, most hits filed as inhibitors. actives 0.53% (n = 400,000). AID 588579; note: potency is the fitted concentration of half-maximal effect; % is set by controls: 0 for no effect and ±100 for the full control effect
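Here, compound and 10 nM enzyme are combined for 15 min at room temperature; adding 50 nM substrate (final) starts DNA synthesis, tracked by fluorescence at 0 and 10 min against buffer-only wells.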
BLM helicase inh: inhibitors of human Bloom syndrome helicase BLM. P54132. recombinant BLM DNA unwinding, fluorescence dequenching. Potency, µM (highest dose often 56.1 µM), for the others: at the highest dose activity change, negative = inhibition, most hits filed as inhibitors. actives 0.2% (n = 350,000). AID 2528;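 note: potency is the fitted concentration of half-maximal effect; plate controls were vehicle for no effect and no enzyme for full effect; nearly all actives have a fitted effect of over 35% in size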
Pol iota inh: inhibitors of human DNA polymerase iota; actives 1% (n = 390,000); Potency, µM (doses to about 115 µM), for the others: at the top dose activity, negative = inhibition, usual class: inhibitors; Pol iota fluorescent replication assay, 10 min; note: potency is the fitted concentration of half-maximal effect
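Pol iota at 10 nM preincubated 15 min with compounds at room temperature; reaction started with fluorescent substrate, 50 nM final. Fluorescence read kinetically at 0 and 10 min; buffer-only wells as negative control.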
Active calls of the source: *; ? = inconclusive; . = no result given; & = joins results of further samples; [ ] = remark or other dose. Unless noted, calls come from the whole dose curve; as a rule, active = well fitted curve in the direction sought with a large enough effect; inconclusive = small, poorly fitted or top-dose-only effect, or another doubt; inactive = no such curve, though single readings can be large; an effect the other way counts as inactive or inconclusive. These rows are one share of the data; count on the stated rates, not on these rows.

SMILES,POLB inh,APEX1 inh,TRHR agonist,ERG-DNA inh,12-LOX inh,Apoferritin bind,POLK inh,BLM helicase inh,Pol iota inh
O=c1cc(Cl)[nH]n(-c2ccccc2)c1=O,105%,11%,-0.3,6%,?,2%,11%,-2%,-1%
CCN(CC)C(=O)C(Oc1ccc(C)nc1[N+](=O)[O-])c1ccccc1 (configuration not stated),33%,43%[activator],0.0,13%,-35%,1%,0%,-1%,11%
CCOc1ccc2sc(NS(=O)(=O)c3ccc(OC)c(OC)c3)nc2c1,6%,2%,-0.1,-6%,-3%,-10%,0%,-3%,10%
CN/N=C/c1ccc(C#N)cc1,14%,-2%,0.4,-1%,3%,-8%,3%,-2%,7%
COc1ccc(-c2cc(C(F)F)n3ncc(C(=O)NCCCN4CCCC4=O)c3n2)cc1,10%,3%,0.1,-13%,-3%,41%[activator],-8%,-2%,2%
O=C(Oc1ccccc1Cl)c1ccccc1,.,.,.,4%,-2%,.,-1%,.,6%
Brc1ccc(-c2csc(Nc3nc(-c4ccc(Br)cc4)cs3)n2)cc1,11%,62%[activator],-0.9,-28%,?,-5%,-4%,-6%,36%[activator]
COc1ccc(CCn2c(=O)c3cccnc3n(CC(=O)Nc3ccc(C)c(F)c3)c2=O)cc1OC,28%,.,0.9,-2%,?,?,10%,-8%,26%
COc1ccc(-c2nc(CNS(=O)(=O)c3ccc(Br)cc3)cs2)cc1,0%,.,-1.0,3%,-13%,3%,-2%,-2%,52%[activator]
COc1ccc(NC(=O)c2ccc(-n3nc(C)cc3C)cc2)cc1OC,-1%,-3%,0.1,0%,0%,-20%,-18%,-3%,0%
COc1ccc(C2CC(c3ccccc3)Oc3cc(C)cc(C)c32)cc1 (configuration not stated),.,14%&-5%,.,.,.,63%&14%[activator],-19%&-6%,-4%&-7%,5%&2%
CCN(c1ccccc1)S(=O)(=O)c1ccc(N)cc1,12%,2%,-0.2,-3%,5%,-6%,-1%,-2%,-15%
Cc1ccccc1Cn1c(-c2ccc(=O)[nH]c2)nc2ccccc21,5%,70%[activator],-0.3,-5%,-14%,-17%,-10%,0%,-16%
CC(NS(=O)(=O)c1ccc(N)cc1)C1CC2CCC1C2 (configuration not stated),-12%,19%,1.3,-4%,-10%,-9%,-1%,-4%,-14%
O=C(C[C@@H]1C/C=C\C[C@H](Cc2ccc(F)cc2)C(=O)OC[C@H]2CCCN2C1=O)N[C@H](CO)Cc1ccccc1,.,-24%,.,2%,-27%,.,7%,.,29%
O=C(Nc1ccnc(-c2ccncc2)n1)c1ccc(Cl)cc1,-3%,10%,-2.6,6%,0%,-1%,-5%,0%,7%
Cc1cnc(C(=O)OCC(=O)NCc2ccccc2)cn1,4%,-2%,0.0,1%,0%,-5%,0%,-1%,4%
C[C@@H]1CN([C@H](C)CO)C(=O)c2cc(NS(=O)(=O)c3cn(C)cn3)ccc2O[C@H]1CN(C)C(=O)Nc1ccccc1,.,3%,.,5%,?,.,0%,.,10%
CC(Oc1ccc(F)cc1)C(=O)Nc1ccccc1N1CCCCC1 (configuration not stated),-30%,8%,1.5,-6%,.,28%,-19%,-9%,-5%
CCOC(=O)C1CCCN(C(=O)COc2ccc(C(=O)c3ccccc3)cc2)C1 (configuration not stated),.,-1%,0.8,0%,-25%,.,2%,.,31%[activator]
Cc1cc(C)c(C#N)c(OCC(=O)c2ccccc2)n1,5%,1%,-1.9,5%,-1%,?,-2%,-7%,6%
COCCNC(=S)N(CCc1c(C)[nH]c2ccc(F)cc12)Cc1ccc(C)cc1,?,-18%,-0.3,-15%,0%,-6%,-5%,-16%,-5%
Cc1cc(C)c(S(=O)(=O)/N=C2\C=C(NS(=O)(=O)c3ccccc3)C(=O)c3ccccc32)c(C)c1,27%,-20%,-0.8,41%[activator],-54%,-14%,1%,-12%,?
CCCC(C(=O)NC1CCCCC1)N(CC1CCCO1)C(=O)CNS(=O)(=O)c1ccc(F)cc1 (configuration not stated),0%,1%,-0.8,2%,47%[activator],-17%,-17%,-1%,10%
CCN(CC)C(=O)C1=C(C)NC(=O)NC1c1ccccc1F (configuration not stated),-16%,1%,-0.1,.,.,-8%,.,-1%,.
CN(C)CCCc1cc(C(=O)Nc2ccc(-c3ccncc3)cc2)ccc1O,.,1%&26%,.,.,?,-13%,-10%[60.1 µM],62%[activator],.
Cc1c(C(=O)Nc2nnc(C3CC3)s2)oc2ccccc12,.,-6%,-0.3,-8%,2%,.,-8%,.,-3%
Cc1cccc2cc(CN(Cc3nnnn3Cc3ccco3)C3CCCC3)c3nnnn3c12,-13%,?,1.6,-2%,0%,38%[activator],-24%,-3%,9%
CN(Cc1ccccc1)S(=O)(=O)c1ccc2c(c1)n(C)c(=O)n2C,0%,-2%,0.0,7%,0%,-2%,-7%,-6%,-20%[58.9 µM]
CC(C)CCn1c(NCCc2ccccc2)nc2c1c(=O)n(C)c(=O)n2C,-1%,-1%,0.2,3%,5%[57.4 µM],3%,-1%,-3%,20%
COc1cccc(CNC(=O)CCc2nnc3n(C)c(=O)c4sccc4n23)c1,7%,.,-0.4,1%,-4%,-1%,7%,-1%,3%
Cc1cccc(C)c1NC(=O)COC(=O)Cc1ccsc1,78%,-1%,0.3,0%,-13%,5%,-7%,1%,23%
CCC1(c2ccc(F)cc2)NC(=O)N(CC(=O)Nc2cccc(S(=O)(=O)N3CCCC3)c2)C1=O (configuration not stated),.,.,.,12%,23%,.,6%,.,-29%
COc1ccccc1OCc1ccc(C(=O)N2CCN3CCCC3C2)cc1 (configuration not stated),-5%,2%,-0.5,-2%,287%[activator],-11%,0%,0%,3%
COc1cccc(/C=N\NC(=O)c2ccc(C)nc2)c1,1%,24%,0.4,17%,-2%,-5%,-4%,-5%,99%[activator]
c1ccc(CN2CCN(Cc3c[nH]c4ccccc34)CC2)cc1,-10%,8%,1.9,2%,8%&7%,-8%,1%,2%,149%[activator]
Cc1ccc(S(=O)(=O)CCC(=O)N2CCN(c3ccccc3O)CC2)cc1,.,53%[activator],.,1%,-25%,.,-12%,.,-18%
COc1ccc(/C=N/N=C/c2ccc(OC)c(OC)c2)cc1OC,15%,11%,0.3,5%,18%,4%,-7%,-1%,12%
O=C(Nc1cccn(Cc2ccccc2Cl)c1=O)NC1CCCCC1,-15%,-4%,-0.3,-4%,?,-24%,-26%,-8%,-4%
COc1ccc(Cl)cc1S(=O)(=O)NCc1cccnc1,-4%,4%,0.2,-3%,27%,-8%,-9%,-9%,17%
CC(=O)Nc1ccc(NC(=O)COC(=O)[C@@H]2CCCN2C(=O)c2cccs2)cc1,.,-12%,.,18%,-24%,.,3%,.,12%
CCc1c(C)sc(NC(=O)c2ccoc2C)c1C(N)=O,-19%,5%,-0.3,-12%,11µM*,-9%,0%,-2%,103%[activator]
CCn1cc(S(=O)(=O)c2ccc(OC)cc2)c(=O)c2cc(F)c(N3CCCCCC3)cc21,-1%,.,-0.6,0%,-14%,-16%,-25%,-5%,?
CC(C)Cn1c(SCC(=O)c2c(N)n(C)c(=O)n(C)c2=O)nc2ccccc21,-16%,-2%,1.2,-10%,-12%,-13%,-8%,-7%,23%
COC(=O)C1=C(C(=O)OC)[C@]2([C@H]3CCCCN[C@@H](Cc4ccccc4)C(=O)N3Cc3ccccc3)C=C[C@H]1O2,.,-2%,.,-8%,-7%,.,-7%,.,-2%
CS(=O)(=O)Nc1ccc(-c2nnc3n2CCCCC3)cc1,9%,8%,1.0,-8%,-23%,-9%,-5%,-2%,?
COc1ccc(-c2c(C#N)c(N)nc3c2CCc2ccccc2-3)cc1OC,-2%,-4%,.,1%,-25%,299%[activator],-7%,-14%,-5%
CCN(CC)S(=O)(=O)c1ccc(OCC(=O)NC2CCS(=O)(=O)C2)c([N+](=O)[O-])c1 (configuration not stated),-2%,-3%,1.0,-2%,-13%,-14%,-4%,0%,37%[activator]
CC1=CCC2C(=O)N(c3ccc(OC(=O)c4ccco4)cc3)C(=O)C2C1 (configuration not stated),?,2%,2.3,-2%,2%,?,4%,-6%,10%
CC1CC=CC2C1C(=O)N(Cc1ccccc1)C2c1ccc(-c2ccoc2)cc1F (configuration not stated),.,-4%,.,.,.,-10%,-4%,-10%,-10%
O=C(Cc1ccc(Cl)cc1Cl)Nc1ccc(OC(F)F)c(Cl)c1,-12%,1%,2.4,3%,-5%,-6%,-5%,-5%,5%
Cc1ccc(S(=O)(=O)CC(=O)NCc2ccccc2)cc1,24%,42%,0.1,1%,-5%,-10%,-8%,-10%,8%
Cc1nnc(NC(=O)CSc2ccc(-c3ccccn3)nn2)s1,-26%,-9%,-0.4,.,.,-7%,.,-2%,.
COc1ccc(S(=O)(=O)N2CCCN(S(=O)(=O)c3ccc(OC)c(C)c3)CC2)cc1C,24%,0%,1.1,.,9%,103%[activator],-7%,-9%,31%
Cc1ccc2cc(C#N)c(NCCCNC(=O)C3CCCO3)nc2c1 (configuration not stated),25%,4%,0.8,-5%,?,4%,-3%,1%,29%

Three compounds out of the list above, sorted by the value under ERG-DNA inh, falling:
SMILES	ERG-DNA inh
Cc1ccc(S(=O)(=O)CC(=O)NCc2ccccc2)cc1	1%
CCOc1ccc2sc(NS(=O)(=O)c3ccc(OC)c(OC)c3)nc2c1	-6%
Brc1ccc(-c2csc(Nc3nc(-c4ccc(Br)cc4)cs3)n2)cc1	-28%
